AMPAR-TARP mod: modulates AMPAR-stargazin complexes | 3.5% of 40,000 active | HEK293 GluA2+stargazin, membrane potential dye (FDSS), glutamate EC50; hits were called plate by plate, in both directions | calls only at 30 µM | AID 1259245;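 active = any of four per-well response measures lying three or more SD from its plate-wide compound average, in either direction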
Target sequence (O88602 whole entry, looked up): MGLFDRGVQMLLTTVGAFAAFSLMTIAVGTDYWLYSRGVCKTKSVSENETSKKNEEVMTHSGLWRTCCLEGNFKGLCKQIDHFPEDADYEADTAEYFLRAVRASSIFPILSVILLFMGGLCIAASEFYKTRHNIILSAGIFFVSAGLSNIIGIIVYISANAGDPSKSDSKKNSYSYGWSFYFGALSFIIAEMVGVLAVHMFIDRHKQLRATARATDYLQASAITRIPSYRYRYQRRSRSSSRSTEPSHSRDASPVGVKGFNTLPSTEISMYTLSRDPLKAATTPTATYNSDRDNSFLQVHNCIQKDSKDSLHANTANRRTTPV
Target sequence (P19491 whole entry, looked up): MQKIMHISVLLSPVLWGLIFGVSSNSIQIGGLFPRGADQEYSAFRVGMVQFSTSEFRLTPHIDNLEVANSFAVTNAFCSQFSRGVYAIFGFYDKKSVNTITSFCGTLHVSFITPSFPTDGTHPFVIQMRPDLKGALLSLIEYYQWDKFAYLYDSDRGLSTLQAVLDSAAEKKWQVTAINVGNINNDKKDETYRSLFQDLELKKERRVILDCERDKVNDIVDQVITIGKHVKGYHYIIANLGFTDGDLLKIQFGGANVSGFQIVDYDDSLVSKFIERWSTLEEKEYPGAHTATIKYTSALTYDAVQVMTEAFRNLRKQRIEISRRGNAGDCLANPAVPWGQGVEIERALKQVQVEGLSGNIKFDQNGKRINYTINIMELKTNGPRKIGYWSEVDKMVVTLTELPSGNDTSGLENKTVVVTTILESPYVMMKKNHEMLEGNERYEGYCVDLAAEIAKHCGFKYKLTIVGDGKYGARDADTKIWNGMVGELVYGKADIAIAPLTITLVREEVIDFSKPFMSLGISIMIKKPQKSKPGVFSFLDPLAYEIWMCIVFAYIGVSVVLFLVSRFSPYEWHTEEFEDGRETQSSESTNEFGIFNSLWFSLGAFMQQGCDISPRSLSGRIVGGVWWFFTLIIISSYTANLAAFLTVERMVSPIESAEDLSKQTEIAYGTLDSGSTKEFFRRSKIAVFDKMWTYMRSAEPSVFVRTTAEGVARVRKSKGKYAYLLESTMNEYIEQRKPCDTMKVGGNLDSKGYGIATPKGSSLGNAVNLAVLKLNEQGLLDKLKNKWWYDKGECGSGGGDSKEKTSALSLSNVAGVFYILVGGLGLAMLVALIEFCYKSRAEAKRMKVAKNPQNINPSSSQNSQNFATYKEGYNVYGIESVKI
AMPAR-TARP mod agonism max-min: further read-out of AMPAR-TARP mod, marked with its call; compound max-min signal; compound-alone response (agonism);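 unitless range of fluorescence divided by baseline over first 100 seconds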
AMPAR-TARP mod glutamate slope: also measured in AMPAR-TARP mod; calls as there; glutamate slope, % of max; measured here: glutamate response slope, % max;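 scaled per plate between vehicle wells and maximal 1 mM glutamate control wells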
* = called active by the depositor; i = inactive; + = active, no number. The list is partial (hit frequency here may not be typical).

SMILES	AMPAR-TARP mod	AMPAR-TARP mod agonism max-min	AMPAR-TARP mod glutamate slope
Cc1nn(C2CCS(=O)(=O)C2)c2nc(-c3cccs3)cc(C(=O)N3CCCCCC3)c12 (centres undefined)	i	0.034	59
CCCCOc1ccc(NC(=O)N(CCc2ccccc2)Cc2ccccn2)cc1	i	0.17	52
O=C(Nc1cc(-c2ccco2)nn1-c1nc2c(c(=O)[nH]1)CCCC2)C(c1ccccc1)c1ccccc1	i	0.12	59
COc1ccccc1CNc1cc(C)nc(-n2cc([N+](=O)[O-])cn2)n1	i	0.14	60
CC(N)C12CC3CC(CC(O)(C3)C1)C2 (centres undefined)	i	0.053	49
COc1ccc(N(CC(=O)N2CCc3ccccc32)S(=O)(=O)c2cccnc2)cc1	i	0.11	55
COc1ccc(S(=O)(=O)NCC(C)(O)C2CC2)cc1C (centres undefined)	i	0.11	57
COc1cccc(CNC(=O)C(=O)Nc2ccc(F)c(Cl)c2)c1	i	0.11	65
CN1CCN(C(=O)C(=O)c2cn(CC(=O)N3CCOCC3)c3ccccc23)CC1	i	0.06	61
O=C(Cc1cccs1)NCCNC(=O)c1ccc(NC(=O)C2CC2)cc1	i	0.1	45
COc1ccc(NC(=O)CCc2csc(NS(=O)(=O)c3ccccc3)n2)cc1OC	i	0.11	53
CC(C)(C)CC(=O)NCC(C)(O)c1ccccc1 (centres undefined)	i	0.12	46
CC(C)(C)C(=O)N1CCc2ccc(NC(=O)Cc3cccs3)cc21	i	0.047	47
COc1ccc(S(=O)(=O)NCC2CCN(C)CC2)cc1	i	0.085	55
Cc1cccc(Cn2c(=O)c3c(nc4n3CCCN4c3ccc(Oc4ccccc4)cc3)n(C)c2=O)c1	i	0.11	56
CC(=O)C(C)n1c(=O)c2c(nc3n(C4CCCCC4)c(C)cn23)n(C)c1=O (centres undefined)	i	0.053	29
CNC(=O)C(=O)NCC(c1cccn1C)N1CCCCCC1 (centres undefined)	i	0.062	58
CC1Oc2ccccc2OC1C(=O)Nc1cc(-c2ccccc2)nn1CCO (centres undefined)	i	0.17	59
CC(=O)N1CCN(CC(=O)Nc2cc(Cl)ccc2C)CC1	i	0.077	73
CC(NS(=O)(=O)c1cccc(C(F)(F)F)c1)C(=O)O (centres undefined)	i	0.054	59
O=C(Nc1ccc(N2CCCC2=O)cc1)NC1CCCCC1	i	0.097	49
CC(C)c1ccc(OCC(=O)NCCOc2ccccc2)cc1	i	0.083	50
Cc1nc(Nc2ccc(NC(=O)Cc3ccc(Cl)cc3)cc2)cc(-n2cccn2)n1	i	0.12	56
CS(=O)(=O)N1CCN(CCNC(=O)CSCc2ccccc2)CC1	i	0.13	55
COCC(=O)Nc1cc(C2CC2)nn1-c1nc(C(C)C)cc(=O)[nH]1	i	0.072	65
O=C(Cc1cccs1)Nc1ccc2c(c1)N(C(=O)C1CC1)CC2	i	0.09	67
COc1ccc(SCCC(=O)Nc2ccc([N+](=O)[O-])cc2OC)cc1	i	0.16	54
COc1ccc(OC)c(-c2ccc(=O)n(CC(=O)NCCc3ccccc3OC)n2)c1	i	0.051	104
O=C(Nc1ccc(SCC(=O)N2CCCC2)nn1)C1CC1	i	0.11	56
Cc1cc(C)n(CC(=O)N2CCN(c3ccccc3O)CC2)n1	i	0.068	37
O=C1CCc2cc(NC(=O)Nc3ccc(Cl)cc3)ccc2N1	i	0.11	53
CCOC(=O)C1CCN(c2cc(=O)n(-c3ccc(C)cc3)c(=O)[nH]2)CC1	i	0.039	39
COC(=O)c1ccc2c(=O)n(C3CCN(Cc4ccccc4)CC3)c(=S)[nH]c2c1	i	0.085	65
NC(=O)Cn1nnn(-c2ccc(NC(=O)CSCc3ccccc3)cc2)c1=O	i	0.14	82
Cc1ccc(-c2ccc(N3CCN(C(=O)c4ccc5ccccc5n4)CC3)nn2)cc1	i	0.1	49
O=C(COc1ccccc1)NCCCn1nc(-c2cccs2)ccc1=O	i	0.08	60
O=S(=O)(c1ccc(Cl)cc1)N1CCN(c2ccc(-c3cccs3)nn2)CC1	i	0.056	34
Cc1cc(S(=O)(=O)NCC(c2ccco2)N2CCc3ccccc3C2)ccc1F (centres undefined)	i	0.09	59
COc1ccc(S(=O)(=O)CC(=O)Nc2ccc(-c3nc4ccccc4[nH]3)cc2)cc1	i	0.026	42
Cc1nc(NCCNC(=O)Nc2cccc(Cl)c2C)cc(-n2cccn2)n1	i	0.11	67
O=C(CCc1csc(NS(=O)(=O)c2ccccc2)n1)N1CCc2ccccc2C1	i	0.086	60
COC(=O)Cn1c(=O)c2c(nc3n2CC(C)CN3c2ccc(C)c(C)c2)n(C)c1=O (centres undefined)	i	0.11	62
CC(=O)c1ccc(C(=O)Nc2sc3c(c2-c2nc4ccccc4s2)CCN(C)C3)cc1	+	0.23*	85*
O=C(Nc1ccc2scnc2c1)C(c1ccccc1)c1ccccc1	i	0.067	52
Cc1onc(-c2ccccc2Cl)c1C(=O)Nc1ccc(-c2cn3cccnc3n2)cc1	i	0.13	62
COc1ccc(CNC(=O)CSc2nccn3nc(-c4ccccc4)cc23)cc1	i	0.14	48
Cc1ccc(S(=O)(=O)N2CCCOC2CNC(=O)C(=O)NCCCN2CCOCC2)cc1 (centres undefined)	i	0.093	49
CCOc1ccccc1-n1ccn(Cc2nc(-c3ccc(C)c(C)c3)no2)c(=O)c1=O	i	0.086	48
COC(=O)c1sccc1S(=O)(=O)N(CC(N)=O)c1ccc(C)cc1	i	0.028	32
COC(=O)Cc1ccc(NC(=S)NCC(C)C)cc1	i	0.045	52

Further records follow.
SMILES	AMPAR-TARP mod	AMPAR-TARP mod agonism max-min	AMPAR-TARP mod glutamate slope
C#CCn1c(=NC(=O)CSCC(=O)N2CCCC2)sc2ccccc21	i	0.081	67
CN(C(=O)Cn1c(=O)n(Cc2ccncc2)c(=O)c2ncccc21)c1ccccc1	i	0.061	44
COc1cccc(C(=O)Nc2ccc3c(c2)CCC(=O)N3CC(C)C)c1	i	0.073	53
COc1ccc([N+](=O)[O-])cc1COc1ccc2c3c(c(=O)oc2c1C)CCC3	i	0.08	-2
O=C(c1ccccc1C(F)(F)F)N1CCN(c2ncnc3c2nnn3-c2ccccc2)CC1	i	0.044	44
Cc1ccc(S(=O)(=O)NCc2ccc3c(c2)OCO3)c(C)c1	i	0.079	44
O=C1Nc2ccccc2Oc2ccc(NS(=O)(=O)C3CCCCC3)cc21	+	0.13*	44*
Cc1nc2sccn2c(=O)c1NC(=O)C(C)Oc1ccc2c(c1)OCO2 (centres undefined)	i	0.08	67
COc1ccc(C)cc1-n1c(C)c(C)n2c3c(=O)n(CCN4CCOCC4)c(=O)n(C)c3nc12	i	0.054	36
CC(C)NC(=O)c1nsc(C(=O)NCCc2ccccc2)c1N	i	0.12	56
Cc1cc(NC(=O)Cc2cccc3ccccc23)n(-c2nc3c(cnn3-c3ccccc3)c(=O)[nH]2)n1	i	0.12	50
O=S(=O)(NCC(O)(c1ccccc1)C(F)(F)F)c1ccc(F)c(Cl)c1 (centres undefined)	i	0.22	37
COc1cccc(C(=O)NCC2COC3(CCCCC3)O2)c1OC (centres undefined)	i	0.087	92
CSc1cccc(NC(=O)CSc2nc3ccsc3c(=O)n2Cc2ccc3c(c2)OCO3)c1	i	0.11	70
CCOc1ccc2ccccc2c1C(=O)NCC(O)(c1ccco1)C1CC1 (centres undefined)	+	0.079*	59*
O=C(NCCC1=CCCCC1)C(=O)NCC1CCN(C(=O)/C=C/c2ccco2)CC1	i	0.094	57
CCNC(=O)C1Cc2ccccc2N1C(=O)/C=C\c1ccc(OC)c(OC)c1 (centres undefined)	i	0.053	45
CCCS(=O)(=O)N1CCN(c2cc(-n3ccnc3)ncn2)CC1	i	0.11	53
Cc1[nH]c(=O)[nH]c(=O)c1CC(=O)NCCOc1ccc(F)cc1	i	0.12	73
CCOCCn1c(N2CCN(CCCc3ccccc3)CC2)nc2c1c(=O)[nH]c(=O)n2C	i	0.096	9
CCc1cc(S(=O)(=O)N2CCN(C)CC2)ccc1OC	i	0.093	58
COc1cccc(-c2cc(CC(=O)Nc3ccccc3-c3ccccc3)no2)c1	i	0.09	48
O=C(NCc1nc(-c2ccccc2)no1)C(=O)NCc1ccccc1Cl	i	0.15	52
O=C(Nc1cccc(N2CCCS2(=O)=O)c1)c1cccc([N+](=O)[O-])c1	i	0.059	33
CSc1ccccc1NC(=O)Cc1csc(NC(=O)c2ccc(=O)[nH]c2)n1	i	0.065	41
COc1ccc(-c2cc(C(F)(F)F)nc(SCC(=O)N3CCCC3)n2)cc1OC	i	0.059	26
CC(C)c1nnc(C2CCN(C(=O)c3ccc(-n4cccc4)cc3)CC2)o1	i	0.071	56
CCCCn1c(SCc2nc(-c3ccc(OC)cc3)no2)nc2ccccc2c1=O	i	0.06	66
COC(=O)c1cc(-c2ccc(OC)cc2OC)n[nH]1	i	0.17	56
COc1ccc(Cl)c(NC(=O)c2nnn(-c3cccc(Cl)c3)c2N)c1	i	0.12	57
COc1ccc(Cl)cc1C(=O)N1CCN(c2ncnc3c2nnn3-c2cccc(F)c2)CC1	i	0.093	59
COc1ccc(-n2nc3c(c2NC(=O)C(=O)NCC2CCCO2)CS(=O)(=O)C3)cc1 (centres undefined)	i	0.072	58
CC(C)(C)n1nc2c(c1NC(=O)C(=O)N1CCC(C(N)=O)CC1)CS(=O)(=O)C2	i	0.1	92
O=C(NCc1cccs1)Nc1ccc(CC(=O)N2CCCC2)cc1	i	0.11	46
O=C(COc1ccccc1)N1CCC2(CC1)NC(=O)N(CCc1ccccc1)C2=O	i	0.068	37
CCc1nc2sc(C(c3ccc(F)c(F)c3)N3CCN(Cc4ccccc4)CC3)c(O)n2n1 (centres undefined)	i	0.11	13
CCOc1ccc(C(C)C)cc1S(=O)(=O)N(C)C1CCCCC1	i	0.096	68
CCc1ccc(S(=O)(=O)Nc2ccc3c(c2)CCCN3S(=O)(=O)CC)cc1	i	0.056	54
CCOc1ccc(C2=NN3C(C2)c2ccccc2OC3c2cccnc2)cc1 (centres undefined)	i	0.052	54
COc1ccc(S(=O)(=O)CCCC(=O)Nc2nccs2)cc1	i	0.078	59
CC(=O)Nc1cccc(NC(=O)CSc2c(C)cnc3c2c(=O)n(C)c(=O)n3C)c1	i	0.057	58
CC(NC(=O)C1CCN(c2cc(Oc3ccccc3)ncn2)CC1)c1ccc(F)cc1 (centres undefined)	i	0.079	51
Cc1cccc(OCc2ccc(C(=O)Nc3cc(C)on3)o2)c1	i	0.089	52
O=C(NCCC(O)c1ccco1)Nc1ccc2c(c1)OCO2 (centres undefined)	i	0.1	59
C#CCSc1nnc(-c2cn(C)nc2OC)n1CCOC	i	0.045	46
CSc1cccc(NC(=O)Cn2c(=O)n(C(C)C)c(=O)c3nscc32)c1	i	0.11	64
COC(=O)C1Cc2ccc(C)cc2C(=O)O1 (centres undefined)	i	0.12	75
O=C(NCC1CCN(c2ncccn2)CC1)c1ccc(Br)o1	i	0.099	64
CC(C)(C)NC(=O)COc1cccc2c1OC(C)(C)C2	i	0.09	74
CCOC(=O)CNC(=O)CSc1ccnc2c1c(=O)n(C)c(=O)n2C	i	0.099	50

Further compounds:
SMILES	AMPAR-TARP mod	AMPAR-TARP mod agonism max-min	AMPAR-TARP mod glutamate slope
COc1ccc(S(=O)(=O)N2CCCc3cc(NC(=O)C4CCCC4)ccc32)cc1	i	0.11	55
Cc1ccc(N(C)C(=O)c2cccnc2)c(C(=O)O)c1	i	0.13	89
CS(=O)(=O)N1CCCc2cc(NC(=O)c3ccc([N+](=O)[O-])cc3Cl)ccc21	i	0.084	32
Cc1ccc(Oc2ccc(NC(=O)Cc3ccc(Cl)cc3)cc2)nn1	i	0.068	55
O=C(c1ccc2c(c1)OCO2)N1CCN(c2nccn2-c2cccc(Cl)c2)CC1	i	0.036	20
COc1cccc(OCC(=O)Nc2ccc3c(c2)N(C(=O)c2ccco2)CC3)c1	i	0.11	62
CC1CS(=O)(=O)N(c2ccc(S(=O)(=O)Nc3ccccc3C(C)C)cc2)C1=O (centres undefined)	i	0.12	59

Structural class, those above containing a Cl atom (14)
SMILES	AMPAR-TARP mod	AMPAR-TARP mod agonism max-min	AMPAR-TARP mod glutamate slope
COc1cccc(CNC(=O)C(=O)Nc2ccc(F)c(Cl)c2)c1	i	0.11	65
CC(=O)N1CCN(CC(=O)Nc2cc(Cl)ccc2C)CC1	i	0.077	73
Cc1nc(Nc2ccc(NC(=O)Cc3ccc(Cl)cc3)cc2)cc(-n2cccn2)n1	i	0.12	56
O=C1CCc2cc(NC(=O)Nc3ccc(Cl)cc3)ccc2N1	i	0.11	53
O=S(=O)(c1ccc(Cl)cc1)N1CCN(c2ccc(-c3cccs3)nn2)CC1	i	0.056	34
Cc1nc(NCCNC(=O)Nc2cccc(Cl)c2C)cc(-n2cccn2)n1	i	0.11	67
Cc1onc(-c2ccccc2Cl)c1C(=O)Nc1ccc(-c2cn3cccnc3n2)cc1	i	0.13	62
O=S(=O)(NCC(O)(c1ccccc1)C(F)(F)F)c1ccc(F)c(Cl)c1 (centres undefined)	i	0.22	37
O=C(NCc1nc(-c2ccccc2)no1)C(=O)NCc1ccccc1Cl	i	0.15	52
COc1ccc(Cl)c(NC(=O)c2nnn(-c3cccc(Cl)c3)c2N)c1	i	0.12	57
COc1ccc(Cl)cc1C(=O)N1CCN(c2ncnc3c2nnn3-c2cccc(F)c2)CC1	i	0.093	59
CS(=O)(=O)N1CCCc2cc(NC(=O)c3ccc([N+](=O)[O-])cc3Cl)ccc21	i	0.084	32
Cc1ccc(Oc2ccc(NC(=O)Cc3ccc(Cl)cc3)cc2)nn1	i	0.068	55
O=C(c1ccc2c(c1)OCO2)N1CCN(c2nccn2-c2cccc(Cl)c2)CC1	i	0.036	20

Compound activity (PubChem BioAssay)
